Screening data (PubChem BioAssay)
NR2F2 inh: blocks human COUP-TFII nuclear receptor | HEK293T NGFI-A luciferase reporter, luminescence | 370,000 tested, 0.7% active | AID 686940 | inhibition, % at 8.6 µM | P24468;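 active = inhibition above a per-plate cutoff, mean inhibition of test wells between control levels plus 3 SD, cut at about 38% in these data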;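 note: cells cotransfected with COUP-TFII expression vector driving the NGFI-A reporter; 0% = median of COUP-TF2 test wells and 100% = reporter-only cells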
NCOA3 inh: human NCOA3 inhibition; HEK293 GAL4-SRC3 luciferase reporter, luminescence; AID 588352; Q9Y6Q9; inhibition, % at 3.6 µM; 360,000 tested, 0.17% active;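 active = inhibition above a per-campaign cutoff, the mean of all compounds plus 3 SD, cut at about 60% in these data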;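 note: 0% = DMSO-treated cells and 100% = gossypol-treated cells at 36 µM; higher means less SRC3-driven luciferase light from the GAL4 reporter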
TLR9-MyD88 inh: inhibitors of human TLR9-MyD88 binding | CHO BLA complementation TLR9-MyD88, CCF4 FRET ratio | Q9NR96+Q99836 | 340,000 tested, 0.21% active | AID 504734 | inhibition, % at 4.98 µM;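 active = inhibition above the mean over all tested compounds plus 3 SD, cut at about 21% in these data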;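 note: 0% = DMSO only wells and 100% = clavulanate BLA inhibitor control wells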
Vif imaging: inhibitors of HIV Vif. HEK293T cells, Vif self-association by quenched fluorescence, imaging, 24 h. inhibition, % at 7.49 µM. 340,000 tested, 0.35% active. AID 602346; in the data active = inhibition above about 50%, passing the limit was not always enough; note: some results filed as inactive read as strong as hits
EBV LMP1 NFkB: Epstein-Barr LMP1 NF-kappaB reporter inhibition; LMP1-induced NF-kappaB luciferase reporter cells, luminescence; inhibition, % at 12.5 µM; 350,000 tested, 0.69% active; AID 504558; in the data active = inhibition above about 41%;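 note: 0% = neutral control wells and 100% = reference inhibitor control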
NCOA2 inhibitor: human SRC2 (NCOA2) inhibition; inhibition, % at 9 µM; Q15596; HEK293 GAL4-SRC2 luciferase reporter, luminescence; AID 651957; 370,000 tested, 0.17% active;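 active = inhibition above the mean inhibition of all tested compounds plus 3 SD, set per campaign, cut at about 52% in these data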;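 note: 0% = DMSO treated cells and 100% = cells given Gossypol at 36 µM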
TROY NFkB inh: inhibitors of TROY-dependent NF-kB signaling | Q293 LMP1-TROYcd NF-kB luciferase reporter, 4 h | inhibition, % at 10 µM | 360,000 tested, 0.98% active | AID 1347056;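 active = compounds whose plate-normalised and pattern-corrected inhibition of the luciferase reporter signal at the single screening dose is 50% or more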
LRH-1 inv ag: suppresses constitutive activity of human LRH-1 | O00482 | HEK293T StAR-luciferase reporter, LRH-1 transfected, 24 h | inhibition, % at 3.6 µM | 360,000 tested, 0.13% active | AID 602396;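 active = inhibition above the mean inhibition of all tested compounds plus 3 SD, cut at about 73% in these data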;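 note: 0% = DMSO wells and 100% = reporter-only cells lacking LRH-1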
NOD2-RIPK2 inh: inhibitors of human NOD2-RIPK2 interaction; O43353; CHO BLA complementation NOD2-RIPK2, CCF4 ratio; inhibition, % at 4.98 µM; 360,000 tested, 0.38% active; in the data active = inhibition above about 21%;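 note: 0% = vehicle only and 100% = reference blocker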
C8 TRAIL sens: sensitizes caspase-8 expressing cells to TRAIL; NB7+C8 cells + TRAIL, ATPlite viability luminescence; inhibition (viability loss, TRAIL sensitization), % at 10 µM; 360,000 tested, 1% active; AID 624354;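 active = compounds causing at least 50% loss of cell viability in the single-dose screen, relative to plate controls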
NCOA1 inh: inhibitors of human steroid receptor coactivator 1 (SRC1); HEK293 GAL4-SRC1 luciferase reporter, luminescence; inhibition, % at 3.6 µM; 360,000 tested, 0.12% active; AID 588354;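 active = inhibition above the campaign mean plus 3 SD, with each screening campaign given its own cutoff, cut at about 60% in these data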;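 note: 0% = DMSO treated cells and 100% = gossypol at 36 µM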
Target sequence (Q15788 whole entry, looked up, the tested form may be a part): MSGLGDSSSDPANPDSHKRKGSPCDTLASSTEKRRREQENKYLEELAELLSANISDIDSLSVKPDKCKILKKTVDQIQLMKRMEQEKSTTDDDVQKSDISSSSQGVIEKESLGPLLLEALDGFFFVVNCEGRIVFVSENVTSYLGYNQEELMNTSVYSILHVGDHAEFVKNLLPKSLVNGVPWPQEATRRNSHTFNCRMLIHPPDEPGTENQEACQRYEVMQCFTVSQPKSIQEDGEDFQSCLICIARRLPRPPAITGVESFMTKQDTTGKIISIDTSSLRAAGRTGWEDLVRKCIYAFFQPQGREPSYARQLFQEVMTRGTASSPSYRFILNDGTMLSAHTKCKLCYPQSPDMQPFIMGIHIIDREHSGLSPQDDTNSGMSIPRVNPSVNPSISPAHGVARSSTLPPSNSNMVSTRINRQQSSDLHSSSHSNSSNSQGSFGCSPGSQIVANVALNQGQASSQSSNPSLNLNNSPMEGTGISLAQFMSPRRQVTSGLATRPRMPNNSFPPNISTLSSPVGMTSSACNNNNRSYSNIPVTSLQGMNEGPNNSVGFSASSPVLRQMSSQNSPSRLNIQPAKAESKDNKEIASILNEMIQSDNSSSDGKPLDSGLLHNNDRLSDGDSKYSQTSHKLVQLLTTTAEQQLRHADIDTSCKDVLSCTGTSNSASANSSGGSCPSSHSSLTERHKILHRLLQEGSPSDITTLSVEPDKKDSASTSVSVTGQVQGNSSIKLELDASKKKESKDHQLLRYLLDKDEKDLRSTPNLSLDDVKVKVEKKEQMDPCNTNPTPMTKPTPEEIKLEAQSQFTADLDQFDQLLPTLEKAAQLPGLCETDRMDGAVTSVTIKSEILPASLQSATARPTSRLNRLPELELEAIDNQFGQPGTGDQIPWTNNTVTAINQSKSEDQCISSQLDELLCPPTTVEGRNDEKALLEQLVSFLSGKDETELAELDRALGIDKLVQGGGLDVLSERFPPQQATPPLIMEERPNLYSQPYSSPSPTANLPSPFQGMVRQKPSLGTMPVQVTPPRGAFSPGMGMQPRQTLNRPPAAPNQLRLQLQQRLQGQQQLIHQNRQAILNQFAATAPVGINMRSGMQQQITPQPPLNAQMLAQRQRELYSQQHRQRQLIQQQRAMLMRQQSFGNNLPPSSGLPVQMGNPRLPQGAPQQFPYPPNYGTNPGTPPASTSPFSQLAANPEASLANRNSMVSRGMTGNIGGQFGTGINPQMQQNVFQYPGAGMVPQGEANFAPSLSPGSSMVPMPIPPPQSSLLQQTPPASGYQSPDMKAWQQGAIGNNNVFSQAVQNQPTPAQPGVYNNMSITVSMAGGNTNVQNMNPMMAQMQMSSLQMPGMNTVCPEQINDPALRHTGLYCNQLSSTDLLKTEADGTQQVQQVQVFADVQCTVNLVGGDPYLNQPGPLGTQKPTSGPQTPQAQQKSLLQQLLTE
Starred values were filed as active, the others as inactive; · = no result given. These rows are one share of the data; the hit share may differ from the screen's.

SMILES	NR2F2 inh	NCOA3 inh	TLR9-MyD88 inh	Vif imaging	EBV LMP1 NFkB	NCOA2 inhibitor	TROY NFkB inh	LRH-1 inv ag	NOD2-RIPK2 inh	C8 TRAIL sens	NCOA1 inh
Cc1ccc2cc(CN(CCN(C)C)C(=S)Nc3ccccc3)c(=O)[nH]c2c1C	-1	18	7	2	5	-1	2	6	-1	7	-11
CC(C)c1ccc(CN(C(=O)c2cccs2)C2CCS(=O)(=O)C2)cc1 (stereo not drawn)	7	18	6	8	-4	24	-5	12	-5	-2	1
COc1ccc(OC)c(C2=C/C(=C/c3ccccn3)C(=O)O2)c1	7	-14	-1	0	0	5	-5	22	-5	3	-11
COc1cccc(N2CCN(C(=O)c3[nH]c(C)c(C(C)=O)c3C)CC2)c1	-16	11	8	5	17	11	18	26	1	18	15
C=CCNc1nc(SC)nc2ccsc12	9	6	-1	-5	2	15	13	-16	1	10	0
C=CCn1c(O)c(N=NC(=S)Nc2cccc(OC)c2)c2ccccc21	8	13	-17	-20	11	28	-9	19	-21	23	8
CCn1nc(NC(=O)c2ccccn2)c2cc3cccc(C)c3nc21	-10	8	-4	13	-6	-46	-22	-9	-9	7	-13
OC(c1cc(Cl)cc(Cl)c1)c1ncc(-c2ccccc2F)[nH]1 (stereo not drawn)	-1	-11	·	·	·	-10	9	-6	-4	0	-5
O=C(NCCc1c[nH]c2ccccc12)/C(=C\c1cccnc1)NC(=O)c1ccccc1F	-1	5	2	11	-2	-30	-8	-6	-2	-15	-2
O=C(CCc1ccccc1)N1CCN(c2ccc(F)cc2)CC1	-8	-7	5	3	9	-10	-1	7	2	-2	3

In a second layout: entries from further up.
Under each structure – NR2F2 inh | NCOA3 inh | TLR9-MyD88 inh | Vif imaging | EBV LMP1 NFkB | NCOA2 inhibitor | TROY NFkB inh | LRH-1 inv ag | NOD2-RIPK2 inh | C8 TRAIL sens | NCOA1 inh
COc1cccc(N2CCN(C(=O)c3[nH]c(C)c(C(C)=O)c3C)CC2)c1
→ -16 | 11 | 8 | 5 | 17 | 11 | 18 | 26 | 1 | 18 | 15
COc1ccc(OC)c(C2=C/C(=C/c3ccccn3)C(=O)O2)c1
→ 7 | -14 | -1 | 0 | 0 | 5 | -5 | 22 | -5 | 3 | -11
Cc1ccc2cc(CN(CCN(C)C)C(=S)Nc3ccccc3)c(=O)[nH]c2c1C
→ -1 | 18 | 7 | 2 | 5 | -1 | 2 | 6 | -1 | 7 | -11
OC(c1cc(Cl)cc(Cl)c1)c1ncc(-c2ccccc2F)[nH]1 (stereo not drawn)
→ -1 | -11 | · | · | · | -10 | 9 | -6 | -4 | 0 | -5
C=CCNc1nc(SC)nc2ccsc12
→ 9 | 6 | -1 | -5 | 2 | 15 | 13 | -16 | 1 | 10 | 0
CCn1nc(NC(=O)c2ccccn2)c2cc3cccc(C)c3nc21
→ -10 | 8 | -4 | 13 | -6 | -46 | -22 | -9 | -9 | 7 | -13
O=C(NCCc1c[nH]c2ccccc12)/C(=C\c1cccnc1)NC(=O)c1ccccc1F
→ -1 | 5 | 2 | 11 | -2 | -30 | -8 | -6 | -2 | -15 | -2

Next section.
SMILES	NR2F2 inh	NCOA3 inh	TLR9-MyD88 inh	Vif imaging	EBV LMP1 NFkB	NCOA2 inhibitor	TROY NFkB inh	LRH-1 inv ag	NOD2-RIPK2 inh	C8 TRAIL sens	NCOA1 inh
COC(=O)CSc1nnc(CSc2nc(C)cc(C)n2)o1	-3	4	8	-4	-2	-6	-20	1	3	-10	11
Cc1ccccc1-n1nc(C)c(N=O)c1N	3	4	7	19	3	-2	-17	-5	-2	-1	-4
CCC(C(=O)NCc1ccccc1)n1c(C2CCN(C(C)=O)CC2)nc2ccccc21 (stereo not drawn)	-15	·	·	·	·	-19	·	6	-5	-8	·
Cc1ccc(SC(C)C(=O)NC2CC2)cc1 (stereo not drawn)	3	-8	-7	-3	-5	7	-9	10	1	-7	7
O=C(Cn1nc(C(=O)O)c2ccccc2c1=O)Nc1ccc2c(c1)OCO2	-8	-2	11	12	2	-20	11	-6	4	11	-11
c1ccc(-c2ncc(-c3ccn[nH]3)s2)cc1	-40	-91	-4	-2	-3	-44	-19	-140	2	43	-117
CCN1C(=O)[C@@H]2[C@@H]3CN(S(=O)(=O)c4ccccc4C)[C@@H](c4ccc(Cl)cc4)[C@@H]3C(=O)C[C@@H]2C1=O	2	13	·	·	·	3	14	2	-1	-3	5
CCOC(=O)C1=C2c3cc(OC)c(OC)cc3CC(C)(C)N2C(=O)C1=O	-18	-2	5	3	3	10	-8	11	-11	-2	1
COc1ccc(/C=C/C(=O)NCCCc2ccccc2)cc1OC	3	8	5	0	-1	-30	-1	6	-22	4	-3
COC(=O)c1cc(C(=O)OC)cc(N2C(=O)CN=C2Nc2nc(C)cc(C)n2)c1	11	-7	-1	15	1	-2	-3	11	3	-12	8
Cc1cc([N+](=O)[O-])cc2c1NC(c1ccccn1)C1CC=CC21 (stereo not drawn)	-8	9	7	0	3	14	-13	4	-9	-13	-7
CCOC(=O)C1CCN(C(=O)c2cccc(S(=O)(=O)N(C)C3CCCCC3)c2)CC1	-15	17	2	-5	-2	-14	10	-9	-10	-7	0
O=C(Nc1ccc(C(=O)O)cc1)/C(=C\c1ccc([N+](=O)[O-])cc1)NC(=O)c1ccc(Br)cc1	18	14	-6	-2	0	-23	-7	0	5	-8	-7
CC1CCCN(Cc2nc3c(c(=O)n(C)c(=O)n3C)n2CCCc2ccccc2)C1 (stereo not drawn)	17	1	5	-10	-1	-1	-7	11	-2	5	3
CCC(=O)Nc1ccc(C(=O)CSc2nnc(-c3cccnc3)o2)cc1	6	0	4	0	-3	0	-4	-4	-3	8	-11
O=C(NCc1ccc2c(c1)OCO2)c1cccc2c1C(=O)N(C1CCCCC1)C2	5	14	1	10	-9	4	0	36	-14	-15	12
O=C(NCc1nc2ccccc2[nH]1)C1=C[C@@H](c2ccc(Br)cc2)C[C@@H](OCc2ccc(CO)cc2)O1	13	2	7	-23	3	3	11	9	-1	22	4
COc1ccccc1/C=C/C(=O)NCC(=O)N/N=C(/C)c1ccc(Cl)cc1	8	-3	7	-5	-2	9	8	-5	-4	-11	5
O=C(c1ccc([N+](=O)[O-])cc1)N1CCN(C(=O)c2cccs2)CC1	5	27	0	-8	0	-4	-5	5	-15	-2	-15
O=C(CC1(O)C(=O)Nc2ccc(Br)cc21)c1ccccc1 (stereo not drawn)	-13	-22	-2	-2	1	-1	-8	-14	-1	-2	-19
CCOC(=O)C1(CCOC)CCN(Cc2ccncc2)CC1	9	12	10	11	-4	-14	-7	-14	0	3	-40
Cc1cc(NC(=O)c2ccccc2C)ccc1NC(=O)c1ccccc1Cl	-12	-25	-6	-6	-9	-13	6	-10	6	4	-6
O=C(O)CCC(=O)NNC(=O)COc1ccc2ccccc2c1Br	-8	-2	·	9	-2	12	-1	2	-9	11	-7
CCOCCCNC(=O)c1ccc(OC)cc1	-41	-21	2	38	-7	-32	-20	-9	-15	-14	-27
O=C(COC(=O)c1cc(=O)[nH]c2ccccc12)NCc1ccccc1	-1	12	-3	11	-5	-17	-3	-7	5	4	-8
CCOC(=O)C1=C(C#N)C(C(=O)OCC)c2ncccc21 (stereo not drawn)	4	-2	-6	-1	-64	-8	-9	26	-20	-15	-6
CN(CC(=O)Nc1ccc(N2CCOCC2)cc1)C(=O)COc1ccccc1F	1	4	12	11	1	3	-11	-14	0	1	6
CCOC(=O)c1c(C)[nH]c(NC(=O)NNC(=O)c2ccc(OC)cc2)c1C	-6	-12	-2	-3	-2	7	8	12	-10	0	-22
CN(C)S(=O)(=O)c1cc(NC(=O)CNCCN2CCOCC2)ccc1Cl	-6	10	0	-1	-7	14	17	-5	-4	1	4
CCCCN(Cc1ccco1)S(=O)(=O)c1c[nH]c(C(=O)OC)c1	4	0	-6	0	-3	-9	-1	-18	-7	20	-13
CCC(=O)N1c2ccccc2NC2=C(C(=O)CC(c3ccco3)C2)C1c1ccco1 (stereo not drawn)	13	-8	-3	-4	-6	6	-29	-9	1	-13	-7
CC(=O)c1ccc(NC(=O)NNS(=O)(=O)c2ccc(F)cc2)cc1	-16	7	-7	·	-7	-1	2	-28	8	8	4
Cc1cccc(-c2nnn(Cc3nnc(NC(=O)c4ccccc4)s3)n2)c1	-12	17	13	73*	-6	-13	-2	2	5	-1	0
O=S1(=O)CCC(NS(=O)(=O)c2cccc3cccnc23)C1 (stereo not drawn)	-25	15	-2	0	-1	-23	8	14	-9	10	13
CCSC(=Nc1ccccc1)Nc1ccccc1	10	14	-12	-3	-5	-16	1	-32	-1	-7	-10
O=C(O)c1ccccc1-c1ccccc1C(=O)Nc1ccccc1	-8	8	2	-1	1	-26	-12	9	-1	-6	-1
O=C(Cn1cnc2sc3c(c2c1=O)CCCC3)NCC(=O)Nc1c(F)cc(F)cc1Br	1	-12	-8	-5	6	0	9	-8	-16	12	-9
O=C(CN1CCN(c2cccc(C(F)(F)F)c2)CC1)Nc1ccc2c(c1)OCCCO2	7	-7	6	9	2	7	2	-20	-2	-5	-7
O=C(Nc1ccnn1C1CCN(C(=O)c2ccc(Cl)c(F)c2)CC1)C1CCOC1 (stereo not drawn)	20	12	-19	-17	0	-12	-2	13	-1	-4	-18
COC(=O)c1ccccc1NC(=O)NCc1ccco1	8	-5	4	5	4	-33	16	-9	4	8	1
Cc1ccc(C)c(N2CCN(C(=O)C3CCCCN3S(=O)(=O)c3ccc(F)cc3)CC2)c1 (stereo not drawn)	4	8	-2	-3	6	26	20	-6	0	-2	-13
CCSc1nnc(NC(=O)CSc2nnc(CNC(=O)c3ccc(OC)cc3)o2)s1	2	9	9	7	3	-7	-9	-1	-4	4	1
CCOC(=O)CC(NC(=O)c1cc2ccccc2oc1=O)c1cccc([N+](=O)[O-])c1 (stereo not drawn)	3	-3	0	2	-2	0	-16	6	3	-3	-11
CCOc1ccc(-n2c(-c3ccco3)nc3c(cnn3-c3ccc(C)cc3)c2=O)cc1	3	5	-5	-2	0	-1	11	4	5	4	6
